# Source: PubChem BioAssay
# TrxR1 inh: inhibitors of rat thioredoxin reductase 1 | O89049 | recombinant rTrxR1, NADPH fluorescence consumption, selenite substrate | Potency, µM (top dose mostly 114 µM), inactives show at the highest dose activity change, negative = inhibition, usual class: inhibitors | 390,000 compounds, 1% hits | AID 588453; note: % is set by controls: 0 for no effect and ±100 for the full control effect; nearly all actives have a fitted effect of over 65% in size
#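 Rat TrxR1 (90 nM in the dispensed reagent) was pre-reduced with 400 uM NADPH for 5 min at room temperature, then incubated with compound for 15 min. After 400 uM selenite was added, NADPH fluorescence (Ex 340/Em 450 nm) was followed for 8 min.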
# PGK inhibitor: T. brucei PGK inhibition; P07378; PGK/GAPDH coupled, Kinase-Glo luminescence, 60 min; Potency, µM (series often up to 57.5 µM), for inactives: at the top dose activity change, negative = inhibition, usual class: inhibitors; 380,000 compounds, 0.043% hits; AID 602233; note: % is set by controls: 0 for no effect and ±100 for the full control effect; nearly all actives have a fitted effect of over 60% in size
#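 Luminescent ATP detection (Kinase-Glo Plus) follows a 60-minute room-temperature incubation, with wells lacking PGK as controls. Buffer: 100 mM TEA (pH 7.6), 5 mM MgCl2, 0.01% Tween-20. Coupling enzyme GAPDH (100 nM final) supplies unstable 1,3-BPG in-well.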
# HP1b chromo inh: HP1-beta chromodomain-methylated histone interaction inhibition; P83916; AlphaScreen HP1-beta / biotin-H3K9me3 peptide binding; 390,000 compounds, 0.56% hits; Potency, µM (highest dose often 114 µM), inactives show at the top dose activity change, negative = inhibition, usual class: inhibitors; AID 540317; note: nearly all actives have a fitted effect of over 70% in size; inactives centre near 23
#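 Compound inhibition of the preformed complex between 50 nM HP1-beta and 50 nM biotinylated H3K9me3 peptide was read by AlphaScreen. Buffer was PBS pH 7.4 with 0.01% Tween-20. Incubations ran 30 min at room temperature, with 10 ug/mL donor/acceptor beads.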
# Pin1 inh: inhibitors of human Pin1 | Pin1 FP peptide displacement, HiFluor488, 10 min | Potency, µM (series often up to 115 µM), for inactives: top-dose activity, negative = inhibition, hits mostly inhibitors | 390,000 compounds, 0.009% hits | AID 504891; active = well fitted inhibition curve with a large enough effect in the polarisation, with a control signal flat, not every such curve was filed as active; inconclusive = small, poorly fitted or top-dose-only effect, or effect the other way, or a change in a side signal; inactive = no such curve, though single readings can be large or run the other way; the % refers to the polarisation; note: % is set by controls: 0 for no effect and ±100 for the full control effect
# Target sequence (Q13526 whole entry, looked up): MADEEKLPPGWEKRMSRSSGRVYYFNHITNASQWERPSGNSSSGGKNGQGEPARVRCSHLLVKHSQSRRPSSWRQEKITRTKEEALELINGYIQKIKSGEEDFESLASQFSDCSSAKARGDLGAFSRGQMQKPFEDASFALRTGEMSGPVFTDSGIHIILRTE
# JMJD2A Tudor inh: blocks the human JMJD2A Tudor domain | O75164 | AlphaScreen JMJD2A-Tudor / H3K4me3 peptide binding | Potency, µM (top dose mostly 114 µM), for the others: at the highest dose activity change, negative = inhibition, usual class: inhibitors | 390,000 compounds, 4.4% hits; note: % is set by controls: 0 for no effect and ±100 for the full control effect; nearly all actives have a fitted effect of over 50% in size
# ALOX12 inh: blocks human arachidonate 12S-lipoxygenase. 580,000 compounds, 1.1% hits. Potency, µM (doses to about 108 µM), for the others: at the highest dose activity change, negative = inhibition, most hits filed as inhibitors. purified 12hLO, xylenol orange hydroperoxide absorbance. P18054; note: % is set by controls: 0 for no effect and ±100 for the full control effect
#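 Purified human 12hLO (150 nM final) in 25 mM Hepes, 0.01% Triton X-100, pH 7.0 was preincubated 15 min at room temperature with compound. Then 40 uM arachidonic acid was added, 30 min. Hydroperoxide was read by Fe-XO absorbance ratio 573/405 nm.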
# ERG Ets-DNA blk: ERG Ets/DNA interaction inhibition. P11308. fluorescence polarization, His-ERG Ets domain / labelled DNA. Potency, µM (titrated, usually from 76.9 µM), for inactives: at the highest dose FP activity, negative = inhibition, usual class: inhibitors. 370,000 compounds, 0.028% hits. AID 624246; active = well fitted inhibition curve with a large enough effect in the polarisation, with a control signal flat; inconclusive = small, poorly fitted or top-dose-only effect, or effect the other way, or a change in a side signal; inactive = no such curve, though single readings can be large or run the other way; the % refers to the polarisation;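 note: polarization taken with two DNA probes labelled with fluorescein and Texas red; % of control where 0% means no effect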
#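 His-tagged ERG Ets domain (1 uM in the protein solution; 300mM KCl, 50mM Tris-HCl, 1mM EDTA, 1mM DTT, pH 7.5) received compound, then a probe mix of 5 nM fluorescein-DNA and 100nM Texas-615-DNA. Fluorescence polarization was read for both dyes.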
# RGS4 inh: blocks human RGS4-accelerated GTP hydrolysis. P49798. Transcreener GDP fluorescence polarization, RGS4-accelerated GTP hydrolysis. Potency, µM (titrated, usually from 114 µM), for inactives: at the top dose activity change, negative = inhibition, hits mostly inhibitors. 390,000 compounds, 0.039% hits. AID 504845; note: % is set by controls: 0 for no effect and ±100 for the full control effect; nearly all actives have a fitted effect of over 75% in size; some results filed as inactive show a strong effect at the top dose
# Target sequence (P49798 whole entry, looked up): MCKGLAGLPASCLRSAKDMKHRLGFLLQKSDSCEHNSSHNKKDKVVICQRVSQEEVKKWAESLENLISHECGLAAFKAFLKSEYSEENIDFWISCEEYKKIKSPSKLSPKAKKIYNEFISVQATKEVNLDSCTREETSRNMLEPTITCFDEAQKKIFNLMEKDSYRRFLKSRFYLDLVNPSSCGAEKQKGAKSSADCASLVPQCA
#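 MLSMR compounds (23 nl, pin-transferred) preincubated 10 min at room temperature with a 500nM (2x) first reagent, then RGS4 at 900nM (2x) plus Transcreener GDP mix added; fluorescence polarization (620/688 nm) read before and after 90 min at 30 °C.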
# GLS inh: blocks human kidney-isoform glutaminase activity. GLS enzymatic activity, qHTS titration. AID 624170. O94925. Potency, µM (series often up to 45.5 µM), for the others: at the top dose activity change, negative = inhibition, usual class: inhibitors. 410,000 compounds, 0.21% hits; note: % is set by controls: 0 for no effect and ±100 for the full control effect
# Target sequence (O94925 whole entry, looked up, canonical isoform): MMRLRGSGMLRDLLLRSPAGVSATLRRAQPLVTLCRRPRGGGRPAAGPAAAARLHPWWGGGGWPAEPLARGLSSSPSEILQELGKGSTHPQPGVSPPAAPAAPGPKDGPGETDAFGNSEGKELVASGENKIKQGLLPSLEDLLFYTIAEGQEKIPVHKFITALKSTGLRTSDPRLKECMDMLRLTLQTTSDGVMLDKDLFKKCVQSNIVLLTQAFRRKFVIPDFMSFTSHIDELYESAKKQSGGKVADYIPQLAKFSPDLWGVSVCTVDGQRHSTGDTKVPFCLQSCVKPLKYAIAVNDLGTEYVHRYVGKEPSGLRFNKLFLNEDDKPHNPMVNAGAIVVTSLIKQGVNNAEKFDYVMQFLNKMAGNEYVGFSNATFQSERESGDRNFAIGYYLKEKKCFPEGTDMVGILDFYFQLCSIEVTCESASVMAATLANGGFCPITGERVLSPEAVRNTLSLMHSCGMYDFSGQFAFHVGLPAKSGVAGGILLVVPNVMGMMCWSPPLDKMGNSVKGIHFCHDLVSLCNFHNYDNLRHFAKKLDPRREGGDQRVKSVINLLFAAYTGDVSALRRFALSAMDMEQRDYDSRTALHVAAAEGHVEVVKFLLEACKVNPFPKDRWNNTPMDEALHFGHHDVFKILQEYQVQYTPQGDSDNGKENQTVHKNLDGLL
#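 Two-point fluorescence kinetic (t0, 30 min RT) for hKGA; glutamate detected via glutamate oxidase–HRP–Amplex Red. Substrate: 1 mM L-glutamine solution; buffer 45 mM KH2PO4, pH 8.2.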
# The depositor's hits bear a star; i = inactive; ? = inconclusive; . = not tested or not shown; [ ] = another dose, or the depositor's remark. Unless noted, calls come from the whole dose curve; as a rule, active = well fitted curve in the direction sought with a large enough effect; inconclusive = small, poorly fitted or top-dose-only effect, or another doubt; inactive = no such curve, though single readings can be large; an effect the other way counts as inactive or inconclusive. Potency is the fitted concentration of half-maximal effect.
SMILES,TrxR1 inh,PGK inhibitor,HP1b chromo inh,Pin1 inh,JMJD2A Tudor inh,ALOX12 inh,ERG Ets-DNA blk,RGS4 inh,GLS inh
C/C(=N/NC(=O)c1ccco1)c1cccc(NC(=O)c2ccc(C)s2)c1,-11%,i,39%[activator],4%,-14%,-6%,-14%,-24%,-16%
CCC1(C)Cc2c(sc3nc(SC)n(Cc4ccccc4)c(=O)c23)CO1 (stereo unspecified),-15%,0%,48%,-7%,0%,-14%,-1%,-11%,-3%
CCOC(=O)c1cnc2c(c(C)nn2C)c1Oc1ccc(Cl)cc1,16%[57.1 µM],i,82%,1%,15%,?,-5%,-17%,2%
COc1cccc(C(=O)Nc2ccc(C(=O)OCc3cc(=O)n4nc(C5CC5)sc4n3)cc2)c1,-8%[57.1 µM],12%,15%,0%,-10%,1%,21%,-9%,-1%
Cn1c(=O)c(C(=O)NC2CCCCCC2)c(O)c2ccccc21,9%,-2%,37%[activator],-2%,-11%,0%,1%,-7%,-4%
Cc1cccc(N(CC(=O)N2CCOCC2)S(C)(=O)=O)c1C,-8%,1%,25%,0%,7%,0%,-2%,-6%,1%
O=C(NCc1ccco1)c1ccc2ccccc2c1,-4%,.,7%,?,?,11%,-18%,-16%,0%
COc1ccccc1CC(=O)Nc1cc(C)ccn1,-17%,i,30%,0%,1%,?,-18%,8%,-7%
CC(=O)N1CCC(C(=O)Nc2ccc(S(=O)(=O)N3CCC(C)CC3)cc2)CC1,-15%,i,37%,-6%,-4%,0%,-3%,18%,-5%
COc1ccc(C(CC(=O)O)NC(=O)c2cc3ccccc3oc2=O)cc1OC (stereo unspecified),69%[11.4 µM],9%,38%,-3%,0%,0%,-6%,-14%,3%
COc1ccc(CNS(=O)(=O)c2ccc(S(=O)(=O)NC3CC3)cc2)cc1,-4%,3%,16%,4%,-13%,14%,14%,-12%,0%
CCCCN(C)c1c(N2CCC(C(=O)OCC)CC2)c(=O)c1=O,13%[57.1 µM],-8%,48%[activator],0%,-8%,-1%,-6%,11%[56.9 µM],4%
CC(OC(=O)CN1C(=O)c2ccccc2C1=O)C(=O)NC1CCCC1 (stereo unspecified),-3%,3%,17%,-11%,-6%,8%,15%,11%,13%
NCCc1nnc(SCC(=O)Nc2cccc(Cl)c2)o1,-32%,-3%,15%,-19%,-22%,7%,1%,-25%,8%
Cc1cc([N+](=O)[O-])ccc1NC(=O)Cc1ccc(F)cc1,-19%,8%,22%,2%,-10%,-17%,-5%,20%,-2%
Cc1nc(-c2cccc(Cl)c2)n[nH]1,-10%,-5%,19%,1%,-17%,18%,-9%,-7%,-3%
O=C(COC(=O)c1ccc(O)cc1)Nc1ccc2[nH]c(=O)[nH]c2c1,4%[57.1 µM],1%,24%,3%,-16%,9%,-1%,-9%,-19%
CCOc1cccc(C2NC(=S)NC(C)=C2C(=O)Nc2ccccc2)c1 (stereo unspecified),-17%[11.4 µM],-6%,31%,-1%,-8%,-16%,0%,-16%,-10%
COC(=O)c1scc(C)c1N/N=C(\C)c1ccc(F)cc1F,-4%,1%,100%[activator],?,50%[activator],4%,0%,35%,0%
COc1ccc(CNC(=O)CCn2cccn2)cc1,22%[57.1 µM],7%,35%,3%,-3%,-21%,7%,5%,2%
O=C(NNC(=O)c1ccccc1C(F)(F)F)c1csc(N2CCOCC2)n1,-13%,7%,47%[activator],-3%,6%,i,14%,-14%,0%
Cc1cnc(C(=O)OCC(=O)Nc2cc(S(=O)(=O)N3CCOCC3)ccc2Cl)cn1,3%[11.4 µM],-11%,17%,2%,-12%,-5%,0%,-1%,0%
COc1ccc(CCN(C)C(=O)CNC(=O)c2ccccc2F)cc1OC,47%[activator],-12%,11%,0%,-4%,5%,0%,-1%,-6%
COc1ccccc1NS(=O)(=O)c1ccc(C(=O)NCC2(N(C)C)CCCCC2)cc1,-5%,-1%,47%[activator],-7%,-14%,-1%,8%,6%,12%
CCOc1ccc2nc(NCCO)[nH]c2c1,14%[57.1 µM],-2%,17%,3%,-1%,0%,6%,-18%,8%
CC(=O)N/C(=C\c1ccccc1)C(=O)OC(C)C(=O)c1ccccc1 (stereo unspecified),1%,i,17%,3%,-1%,-28%,6%,-2%,0%
COc1cccc(N2C(=O)[C@H]3C(C(=O)c4cnccn4)=NN[C@H]3C2=O)c1,-27%,i,46%[activator],?,50µM*,14%,-10%,-28%,-3%
Cc1ccccc1-c1nnn(Cc2cccc(S(=O)(=O)N3CCOCC3)c2)n1,18%,-1%,61%[activator],13%,-3%,16%,7%,6%,-3%
CCCCCNC(=O)CCCCn1c(=O)[nH]c2cc(OCC)c(OCC)cc2c1=O,-6%[57.1 µM],-5%,11%,4%,-12%,0%,-4%,-9%,-2%
O=C(c1cc(COc2ccc(F)cc2F)on1)N1CCSCC1,13%,-4%,46%[activator],4%,6%,-14%,6%,11%,-3%
CCN1CCN(C(CNS(=O)(=O)c2ccc(C)cc2)c2cccnc2)CC1 (stereo unspecified),8%,-5%,9%,0%,-7%,9%,-7%,3%,1%
CCOC(=O)[C@H]1[C@H]2COc3ccc(Cl)cc3[C@@H]2N2C(=O)CN(Cc3ccc(C)cc3)C(=O)[C@@]12C,22%[57.1 µM],-7%,13%,37%[activator],-19%,8%,16%,-2%,-10%
O=C(c1sc2ccccc2c1Cl)N(Cc1ccccc1)C1CCS(=O)(=O)C1 (stereo unspecified),20%,-9%,36%,1%,-14%,-12%,-9%,-7%,-1%
CCCn1c(N)c(N(CCOC)C(=O)Cc2ccc(S(=O)(=O)N3CCOCC3)s2)c(=O)[nH]c1=O,-4%,-4%,15%,?,-34%,-27%,23%,-47%,7%
CC(=O)Nc1ccc2c(c1)nc1n2CCN(C(C)c2ccccc2)C1 (stereo unspecified),-1%,-8%,27%,9%,-18%,8%,14%,-11%,-13%
Oc1ccc(/C=N/Nc2ccc(C(F)(F)F)cn2)cc1O,21%[57.1 µM],-8%,1%,-8%,?,?,12%,-30%,11µM*
COc1ccccc1CNC(=O)c1ccc2c(c1)sc1nc(-c3ccc(F)cc3)cn12,12%,-3%,10%,1%,-10%,-29%,4%,9%,-14%
CCOc1ccc(OCC)c(Nc2nc3ccc(Cl)cc3n3cnnc23)c1,25%,.,22%,23%,-4%,-10%,0%,1%,-1%
COC(=O)C(NC(=O)c1ccccc1)(Nc1nc(C)cs1)C(F)(F)F (stereo unspecified),-19%,-5%,18%,4%,-23%,?,-2%,-5%,21%
Cc1ccc(-n2ncc3c2CC(C)(C)CC3NC(=O)Cc2c(C)noc2C)cc1 (stereo unspecified),13%,3%,27%,2%,-21%,.,-6%,12%,6%
CC(C)C(NS(=O)(=O)/C=C/c1ccccc1)C(=O)NCc1ccc(F)cc1 (stereo unspecified),6%,0%,-5%,9%,-12%,-8%,2%,5%,5%
[N-]=[N+]=NCCN1CCN(CCc2ccccc2)CCC1=O,10%[57.1 µM],9%,38%,-5%,-19%,5%,8%,-5%,-4%
O=C(CN1C(=O)NC2(CCc3ccccc32)C1=O)Nc1ccccc1C(F)(F)F (stereo unspecified),14%,-2%,25%,-2%,-12%,-1%,-2%,39%,-3%
O=C(Cc1ccccc1)NCC(=O)Nc1cccc(Br)c1,32%,8%,33%,1%,-11%,0%,-9%,10%,-9%
Cc1cccc(NC(=O)c2ccccc2OCC(=O)c2ccc(F)cc2)c1,-4%,i,17%,7%,-7%,-8%,0%,0%,5%
Cc1ccccc1-n1c(Cc2cccs2)n[nH]c1=S,8%,.,1%,6%,8.9µM*,?,.,22%,6%
CCc1ccc(OCc2ccc(C(=O)NCc3ccccn3)o2)cc1,-23%,-2%,42%[activator],-11%,-26%,12%,-2%,-28%,0%
CC1=CN2C(=N)/C(=C\c3cn(CCCOc4ccccc4)c4ccccc34)C(=O)N=C2S1,-22%,-7%,14%,?,-30%,?,-25%,21%,0%

# GLS inh: hit marks shown above.
SMILES,TrxR1 inh,PGK inhibitor,HP1b chromo inh,Pin1 inh,JMJD2A Tudor inh,ALOX12 inh,ERG Ets-DNA blk,RGS4 inh,GLS inh
Oc1ccc(/C=N/Nc2ccc(C(F)(F)F)cn2)cc1O,21%[57.1 µM],-8%,1%,-8%,?,?,12%,-30%,11µM*

# (more compounds)
SMILES,TrxR1 inh,PGK inhibitor,HP1b chromo inh,Pin1 inh,JMJD2A Tudor inh,ALOX12 inh,ERG Ets-DNA blk,RGS4 inh,GLS inh
Oc1ccccc1C=NC(c1ccccc1)C(O)c1ccccc1 (stereo unspecified),2%,i,9%,1%,-16%,-22%,0%,5%,11%
CCc1cccc(C)c1NC(=S)NCC1CCN(c2ccc(OC)cc2)C1 (stereo unspecified),17%,i,22µM*,-4%,45µM*,?,8%,-31%,0%
O=C(c1ccccc1)c1ccc(OCC(=O)N2CCOCC2)cc1,17%,-2%,33%,7%,2%,15%,-6%,-11%,4%
O=C(N/N=C/c1cccnc1)c1cccc(S(=O)(=O)N2CCCC2)c1,-4%,i,41%[activator],-7%,-4%,-4%,4%,4%,-4%
CCOc1ccsc1C(=O)OC,26%[57.1 µM],-7%,22%,-1%,-20%,17%,16%,-13%,2%

# This is a subset (hit frequency here may not be typical).
